RXFP1 agonist: agonists of human relaxin receptor RXFP1; 370,000 tested, 0.3% active; Potency, µM (doses to about 57.5 µM), for the others: top-dose activation, actives largely listed as activators; Q9HBX9; HEK293T-RXFP1 cAMP TR-FRET, 30 min; response scale: percent of porcine relaxin response, buffer zero; AID 2676; active = well fitted activation curve with a large enough effect; inconclusive = small, poorly fitted or top-dose-only effect; note: potency is the fitted concentration of half-maximal effect; % is set by controls: 0 for no effect and ±100 for the full control effect; nearly all actives have a fitted effect of over 60% in size; many of its hits are not listed in these tables
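HEK293T cells stably expressing RXFP1 were pretreated with the PDE4 inhibitor Ro 20174, exposed to compounds for 30 min at 37C, lysed, and cAMP was read by TR-FRET. Data normalized to buffer (basal) and 29 nM porcine relaxin (100%).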
D2 potentiator: positive allosteric modulators of human D2 dopamine receptor | P14416 | HEK293 T-REx D2, calcium flux, EC20 dopamine potentiation | potentiation, % at 10 µM | 340,000 tested, 0.34% active | AID 485347;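 active = potentiation over 3 SD above the plate norm, cut at about 30% in these data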; note: 0% is about no effect
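Tetracycline-induced HEK293 T-REx cells force-coupled to calcium signalling expressed D2; compounds were pin-added after a 10 s baseline, read kinetically 180 s, then an EC20 dopamine challenge followed with a further 180 s calcium read.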
D1 ag: agonists of human D1 dopamine receptor | AID 504660 | HEK293 T-REx D1 cells, calcium flux, agonist mode | 360,000 tested, 1% active | activation, % at 2 µM | P21728; in the data active = activation above about 30%; note: 0% is about no effect
Target sequence (P21728 whole entry, looked up): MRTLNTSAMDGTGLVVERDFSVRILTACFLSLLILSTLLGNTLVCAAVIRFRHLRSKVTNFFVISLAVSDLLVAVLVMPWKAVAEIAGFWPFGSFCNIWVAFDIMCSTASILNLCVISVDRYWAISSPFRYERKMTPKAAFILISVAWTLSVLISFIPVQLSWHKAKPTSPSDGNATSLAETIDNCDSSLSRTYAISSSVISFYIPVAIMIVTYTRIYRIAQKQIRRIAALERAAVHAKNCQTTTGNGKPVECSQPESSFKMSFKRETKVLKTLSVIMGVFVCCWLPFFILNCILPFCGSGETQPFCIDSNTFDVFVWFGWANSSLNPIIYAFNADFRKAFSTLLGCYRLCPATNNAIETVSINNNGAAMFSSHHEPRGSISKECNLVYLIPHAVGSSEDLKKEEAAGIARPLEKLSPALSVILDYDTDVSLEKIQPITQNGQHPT
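Agonism was scored from calcium flux recorded over 180 s (1 read/s) after pintool compound addition, following a 10-cycle baseline. Cells were inducible force-coupled HEK293 TREx D1, plated overnight at 30 C and loaded with no-wash calcium dye.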
TRHR PAM: allosterically enhances the human TRH receptor | TRHR cells, fluo-8 calcium fluorescence, EC20 TRH enhancement | enhancement, % at 2 µM | 360,000 tested, 0.66% active | AID 493056; in the data active = enhancement above about 30%; note: 0% is about no effect
Target sequence (P34981 whole entry, looked up): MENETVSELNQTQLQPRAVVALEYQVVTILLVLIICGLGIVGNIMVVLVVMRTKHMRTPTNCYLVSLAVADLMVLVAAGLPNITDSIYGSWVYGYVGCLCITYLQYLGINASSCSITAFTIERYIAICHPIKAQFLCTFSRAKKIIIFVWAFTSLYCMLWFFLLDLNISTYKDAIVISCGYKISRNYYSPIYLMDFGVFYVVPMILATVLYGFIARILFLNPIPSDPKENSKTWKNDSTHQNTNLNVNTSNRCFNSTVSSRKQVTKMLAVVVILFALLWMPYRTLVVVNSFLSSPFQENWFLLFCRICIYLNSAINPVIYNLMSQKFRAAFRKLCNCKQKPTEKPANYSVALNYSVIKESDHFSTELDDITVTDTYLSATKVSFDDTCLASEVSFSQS
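TRHR-expressing cells loaded with fluo-8 calcium dye were read kinetically (ex 480/em 530) during compound addition, then stimulated with an EC20 of TRH (10 nM final). Enhancement of the Gq-mediated intracellular calcium response was scored.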
D1 potentiator: enhances dopamine response at the human D1 receptor; P21728; HEK293 TREx D1 cells, calcium flux, dopamine EC20 potentiation; potentiation, % at 10 µM; 360,000 tested, 0.036% active; AID 504651; in the data active = potentiation above about 30%; note: 0% is about no effect
D2 agonist: activates the human D2 dopamine receptor; activation, % at 2 µM; P14416; AID 485358; 340,000 tested, 0.53% active; HEK293 T-REx D2 cells, calcium flux agonist mode;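 active = activation over 3 SD above normal in the single-dose calcium agonist read, cut at about 30% in these data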; note: 0% is about no effect
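HEK293 Trex D2 cells, tetracycline-induced, o/n 30 C 5% CO2; no-wash Ca dye, RT 30–90 min; 10-cycle baseline, 23 nl cpd added, kinetic Ca read 180 s; agonist hits = positive Ca response.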
D1 antag: antagonists of human D1 dopamine receptor. activity change, negative = inhibition, % at 10 µM. AID 504652. P21728. HEK293 TREx D1 cells, calcium flux, dopamine EC80; active compounds read low. 360,000 tested, 3.2% active; in the data active = activity change below about -30%; note: % is set by controls: 0 for no effect and ±100 for the full control effect
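Tetracycline-induced HEK293 T-REx cells with force-coupled D1 receptor were loaded with a no-wash calcium dye. Compound was added after a 10 s baseline and read kinetically for 180 s; EC80 dopamine was then added and calcium flux followed another 180 s.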
D2 antagonist: antagonizes the human D2 dopamine receptor; P14416; HEK293 TREx D2 cells, calcium flux, dopamine EC80; inhibition, % at 10 µM; 340,000 tested, 2% active; AID 485344; in the data active = inhibition above about 30%; note: 0% is about no effect
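HEK293 T-REx D2 cells, tet-induced, calcium dye no-wash. Cpd pintool add, 180 s kinetic, then EC80 DA, 180 s kinetic. Ca flux read.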
RXFP1 antagonist: antagonists of human relaxin receptor RXFP1 | Q9HBX9 | HEK293-RXFP1, relaxin-stimulated cAMP HTRF, 30 min; active compounds read low | activity change, negative = inhibition, % at 57.5 µM | AID 1259400 | 350,000 tested, 0.59% active;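 active = activity change of -60% or lower, but not beyond a set lower limit; inconclusive = change between -60% and -40%, or beyond the set limit; inactive = change above -40%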; note: % is set by controls: 0 for no effect and ±100 for the full control effect
* marks the source's active call; other numbers are inactive results; ? = inconclusive; / = no result given. Some of the compounds tested; the hit share may differ from the screen's.

compound,D2 potentiator,RXFP1 antagonist,D2 antagonist,TRHR PAM,RXFP1 agonist,D1 ag,D1 potentiator,D2 agonist,D1 antag
COc1cc(-c2nc3c[n+](CC(=O)c4ccccc4)ccc3n2C)cc(OC)c1OC,-4,-6,-1,-8,4.8%,2,-5,0.2,-7
O=C(Cn1c(-c2cccs2)cc2cc(F)ccc21)N1CCCCC1,/,-23,/,5,5.0%,0,0,1.0,-3
Cc1sc2ncnc(SCC(=O)N3c4ccccc4Sc4ccc(Cl)cc43)c2c1C,0,6,-6,-5,1.9%,0,-2,0.7,-2
Cc1ccccc1C(=O)/C(C#N)=N/Nc1c(C)n(C)n(-c2ccccc2)c1=O,-1,15,-2,2,0.2%,4,-4,0.0,5
CC1CCN(Cc2nc(-c3ccccc3)no2)CC1,-8,-12,2,2,-1.2%,2,-1,-0.9,-20
COc1ccc(COC(=O)c2n[nH]c3ccccc23)cc1F,-5,-3,-2,-4,1.7%,5,-2,0.4,-5
Cc1ccc(NC(=O)c2nc(S(C)(=O)=O)ncc2N(Cc2ccco2)Cc2ccco2)cc1C,13,-11,/,4,0.9%,16,-2,-2.1,9
Nn1cc(-c2ccccc2)nc1SCC(=O)NCCc1ccccc1,1,-1,-3,-1,-0.9%,2,-3,0.5,0
COc1cccc(-n2c(Cc3cc(=O)[nH]c(=O)[nH]3)nnc2SCC(=O)NC2CCCCC2)c1,6,/,18,-2,-1.5%,1,-1,0.6,12
O=C(NC1CCCCC1)C(c1ccc(F)cc1)N(CCc1ccccc1)C(=O)CN1C(=O)c2ccccc2S1(=O)=O (configuration not stated),-6,-8,/,2,2.3%,3,-5,/,-6
Cc1cc(NC(=O)COC(=O)c2ccc(F)c(S(=O)(=O)N3CCOCC3)c2)no1,-6,-2,7,-5,0.1%,1,-5,0.7,7
Cc1cc(C)c2[nH]c(=O)c(CN(Cc3nnnn3C3CCCC3)C3CCCCC3)cc2c1,11,23,7,3,0.1%,0,4,-0.8,6
CC(=O)Nc1ccc(Nc2nc(C)nc3c2oc2ccccc23)cc1,9,-5,-13,8,4.0%,0,3,0.5,1
COC(=O)/C=C1/S/C(=N/N=C/c2ccco2)NC1=O,0,-9,-7,-1,1.0%,0,3,-2.2,2
CCN(CC)C(=O)CCc1nc2sc3c(c2c(=O)[nH]1)CCCC3,-15,-3,3,0,1.5%,0,-2,1.0,/
CCc1cccc(N2C(=O)CS(=O)(=O)C23C(=O)N(Cc2ccccc2)c2ccc(C)cc23)c1 (configuration not stated),-8,/,/,-9,3.4%,4,0,1.1,0
COC(=O)c1cccc(-n2c(C)cc(C=O)c2C)c1C,-3,8,-8,29,0.0%,2,-6,-2.2,-2
Cc1ccccc1NC(=O)COC(=O)c1n[nH]c(=O)c2ccccc12,8,-2,-12,7,3.2%,3,-2,-0.6,6
CCNc1nc(OC)nc(N2CCC(Cc3ccccc3)CC2)n1,-10,-12,6,0,2.9%,1,-5,-0.1,-4
COc1cccc(NC(=O)c2nnn(CCc3ccccc3)c2N)c1,15,2,13,0,0.4%,2,/,0.2,17

A different layout for part of the listing above.
Below each compound: D2 potentiator	RXFP1 antagonist	D2 antagonist	TRHR PAM	RXFP1 agonist	D1 ag	D1 potentiator	D2 agonist	D1 antag
> Cc1ccccc1NC(=O)COC(=O)c1n[nH]c(=O)c2ccccc12
  8	-2	-12	7	3.2%	3	-2	-0.6	6
> COc1ccc(COC(=O)c2n[nH]c3ccccc23)cc1F
  -5	-3	-2	-4	1.7%	5	-2	0.4	-5
> COc1cccc(NC(=O)c2nnn(CCc3ccccc3)c2N)c1
  15	2	13	0	0.4%	2	/	0.2	17

Later entries.
compound,D2 potentiator,RXFP1 antagonist,D2 antagonist,TRHR PAM,RXFP1 agonist,D1 ag,D1 potentiator,D2 agonist,D1 antag
O=c1c2[nH]c3ccc(Br)cc3c2ncn1Cc1ccncc1,-3,-3,-7,1,?,0,2,1.7,-3
Cc1ccc(-c2cc(NC(=O)CSc3n[nH]c(N)n3)n(-c3ccccc3)n2)cc1,8,0,-2,4,0.4%,7,-3,-0.7,-11
CO/N=C(/CS(=O)(=O)c1ccc(C)cc1)c1ccc(OC)cc1,-8,-4,-3,-6,1.6%,3,-3,0.6,-10
COc1ccc([C@@H]2Sc3cc(OC)ccc3N(CCN(C(C)C)C(C)C)C(=O)[C@H]2OC(C)=O)cc1,-6,14,3,3,0.1%,5,0,1.4,7
COc1ccc(Cl)cc1NC(=O)CN(C)C(=O)COc1ccccc1F,-7,-7,7,-4,1.1%,6,3,0.0,8
COC(=O)c1c(NC(=O)C(C)Oc2ccc(Cl)cc2Cl)sc2c1CCCC2 (configuration not stated),5,-8,/,-3,-1.7%,0,0,0.8,0
CC1CN(C(=O)CCC(=O)N2CCOCC2)c2ccccc2O1 (configuration not stated),0,5,-16,-1,2.1%,4,3,0.2,-3
O=C(/C=C/c1c(Cl)cccc1Cl)n1cccn1,8,0,5,2,-1.8%,7,-10,-1.6,-14
O=C(Nc1ncccc1O)c1cccc(S(=O)(=O)N2CCc3ccccc32)c1,-10,0,4,-2,0.8%,0,1,9.0,-4
COc1ccccc1C(=O)N1CCN(c2ccccn2)CC1,3,1,2,3,3.3%,6,0,0.0,-20
O=C(Cc1ccc(Cl)cc1)Nc1ccccc1C(=O)Nc1ccc(C(=O)O)cc1,5,-4,-10,6,-1.2%,-2,2,-1.8,-4
Cc1cc(C)c(OCCNC(=O)c2ccccc2Sc2ccccc2C#N)c(C)c1,19,0,/,-20,2.1%,13,-11,/,-16
O=C(NCc1ccco1)C1CCCN(S(=O)(=O)c2cccc3nsnc23)C1 (configuration not stated),/,-1,/,-8,-0.3%,2,-6,/,-2
CCCCC(CC)CNC(=O)CCS(=O)(=O)c1cccc2nsnc12 (configuration not stated),-2,9,10,-19,1.5%,0,10,-0.4,-4
COc1ccccc1/C=N/NC(=O)c1ccc(-c2ccccc2)cc1,-16,-10,-26,0,0.7%,2,-9,-1.0,-15
CCCC(=O)NC(c1cccs1)c1cc([N+](=O)[O-])c2cccnc2c1O (configuration not stated),6,-66*,0,-2,0.2%,5,-9,-0.9,-17
CC(C)(C)NC(=O)C(c1cccs1)N(Cc1ccco1)C(=O)c1csnn1 (configuration not stated),5,-6,-19,2,0.1%,0,-6,3.3,-15
CCOC(=O)NCc1ccc2c(c1)cc(C)n2C,0,-2,8,-3,1.9%,4,-1,-0.4,11
CCOc1ccccc1NC(=O)CCCc1ccc(OC)c(C)c1,10,-9,10,-1,3.2%,7,-4,0.5,4
Brc1ccc(C[n+]2ccccc2)cc1,-7,/,11,-4,-2.0%,0,-2,0.6,1
Cc1ccccc1CNC(=O)c1nn(-c2ccccc2F)nc1CO,12,-1,/,-1,-4.6%,1,1,5.6,-2
N#C/C(=C/c1cn(Cc2ccccc2Cl)c2ccccc12)C(=O)Nc1cccc(Cl)c1,-3,-5,/,-10,2.9%,4,-3,0.8,3
CC(Oc1ccc(Cl)cc1Cl)C(=O)Nc1ccc(S(=O)(=O)Nc2cnc3ccccc3n2)cc1 (configuration not stated),-2,-5,-14,6,-2.0%,6,-6,2.0,-19
CCn1[nH]c(=O)c(=Nc2c(C)n(C)n(-c3ccccc3)c2=O)cc1-c1ccc(Cl)cc1,0,-9,5,8,-0.9%,1,-7,0.1,2
CCC(C(=O)Nc1cnccn1)c1ccccc1 (configuration not stated),/,-23,-12,-2,-0.2%,5,-4,0.9,-8
COC(=O)CN1C(=O)[C@H]2[C@@H](C3CC3)N3C(=O)CN(Cc4ccc(-c5ccccc5)cc4)C(=O)[C@@]3(Cc3ccccc3)[C@H]2C1=O,6,/,8,2,-0.2%,1,-8,0.4,-14
COc1ccc(Cl)cc1NC(=O)CN1CCc2ccccc21,6,-38,-18,12,-0.5%,3,-1,1.2,10
Cc1ccc(-n2ncc3c2CCCC3NC(=O)CCc2cnn(C)c2)cc1C (configuration not stated),14,-5,-1,6,0.2%,0,3,-1.1,1
CCC(=O)NNc1nc2c(C)cccc2s1,-6,0,/,-2,1.2%,9,0,/,-5
O=C(c1cccs1)N1CCN(C(=O)N2CCOCC2)CC1,-2,-4,-12,5,1.1%,4,4,0.1,15
O=C1N/C(=C\c2ccc(O)cc2)C(O)=C1C=NCc1ccccc1,8,-3,-16,8,0.4%,3,-3,1.8,-1
CC(C)(C)NC(=O)c1ccc2c3c(cccc13)CC2,12,-10,11,2,0.5%,3,-2,1.4,10
COc1cccc(CC(=O)NC2CCCN(Cc3ccc(Cl)cc3)C2)c1 (configuration not stated),-4,-3,10,-14,0.4%,1,4,0.3,8
CC(=O)Nc1ccccc1NC(=O)C/C(C)=N/NC(=O)c1cccnc1,-2,-17,15,0,0.1%,3,-2,0.4,6
COc1cc(C(=O)N2CCNCC2)cc(OC)c1OC,6,3,21,6,-0.5%,2,-2,1.0,-8
CCCOc1ccc(/C=N/NC(=S)Nc2ccccc2[N+](=O)[O-])c(O)c1,10,-36,-15,3,-2.3%,5,-4,-1.2,3
CSc1nnc2c(n1)OC1(Nc3ccccc3-2)C(=O)Nc2ccccc21 (configuration not stated),4,9,-3,2,-0.3%,1,-7,0.2,12
Cc1nn(Cc2ccccc2)c(C)c1C(=O)NCC(c1cccs1)N1CCOCC1 (configuration not stated),/,-9,/,-7,1.6%,1,1,/,-1
O=C(CBr)N1CCc2ccccc2C(c2ccccc2)C1 (configuration not stated),4,2,-7,-8,2.5%,0,2,-1.1,-7
Cc1ccc(Br)cc1S(=O)(=O)Nc1cccnc1,0,6,-1,-2,2.3%,3,10,0.0,9
COCCN1CCc2[nH]c(=S)[nH]c(=O)c2C1,10,0,-7,2,0.9%,0,2,1.6,10
Cc1cc(C)cc(-n2c(SCC(=O)NCc3ccco3)nc3ccccc3c2=O)c1,2,-29,-26,-19,0.4%,4,-3,1.3,/
CCCC(C)C(=O)Nc1nnc(CCc2ccccc2)s1 (configuration not stated),-2,?,-5,-3,1.7%,4,2,0.4,9
COc1cccc(-n2ccnc2SCC(=O)Nc2ccccc2)c1,-23,0,50*,5,2.6%,2,-3,-0.1,-9

Screening results as filed in PubChem BioAssay.
